TcdB GH inh: inhibitors of Clostridioides difficile toxin B glycohydrolase. P18177. TcdB glycohydrolase enzymatic assay, plate reader. inhibition, % at 9.99 µM. 350,000 tested, 0.24% active; in the data active = inhibition above about 10%
* hit, by the source's call; & = joins results of further samples.

Sample of the layout:
SMILES	TcdB GH inh
CC(C)NC(=O)N(C)C[C@@H]1Oc2ccc(NC(=O)CCC(F)(F)F)cc2C(=O)N([C@@H](C)CO)C[C@H]1C	-1.3
O=C(Nc1ccc(Cl)c(Cl)c1)N[C@@H]1CC[C@H](CCn2cc(C3CCCCC3)nn2)O[C@@H]1CO	0.0
Cn1cnc(S(=O)(=O)N[C@@H]2C=C[C@@H](CC(=O)N3CCN(c4ccccc4)CC3)O[C@H]2CO)c1	-0.3
C[C@@H]1CN([C@@H](C)CO)C(=O)c2cc(NC(=O)CCC(F)(F)F)ccc2O[C@@H](C)CCCCO[C@H]1CN(C)Cc1ccc(Cl)c(Cl)c1	-1.7
COCC(=O)N1CC(=O)N2[C@H](C1)[C@H](c1ccc(C#CC3CC3)cc1)[C@@H]2CO	-0.3
CCCN1C(=O)c2[nH]nc(-c3ccccc3)c2C1c1ccc(C)cc1 (configuration not stated)	1.3

Main list, repeating the preview:
SMILES	TcdB GH inh
CC(C)NC(=O)N(C)C[C@@H]1Oc2ccc(NC(=O)CCC(F)(F)F)cc2C(=O)N([C@@H](C)CO)C[C@H]1C	-1.3
O=C(Nc1ccc(Cl)c(Cl)c1)N[C@@H]1CC[C@H](CCn2cc(C3CCCCC3)nn2)O[C@@H]1CO	0.0
Cn1cnc(S(=O)(=O)N[C@@H]2C=C[C@@H](CC(=O)N3CCN(c4ccccc4)CC3)O[C@H]2CO)c1	-0.3
C[C@@H]1CN([C@@H](C)CO)C(=O)c2cc(NC(=O)CCC(F)(F)F)ccc2O[C@@H](C)CCCCO[C@H]1CN(C)Cc1ccc(Cl)c(Cl)c1	-1.7
COCC(=O)N1CC(=O)N2[C@H](C1)[C@H](c1ccc(C#CC3CC3)cc1)[C@@H]2CO	-0.3
CCCN1C(=O)c2[nH]nc(-c3ccccc3)c2C1c1ccc(C)cc1 (configuration not stated)	1.3
COc1ccc(S(=O)(=O)N(C)C[C@H]2OCCCC[C@H](C)Oc3ccc(NC(=O)Nc4ccc5c(c4)OCO5)cc3C(=O)N([C@H](C)CO)C[C@H]2C)cc1	0.7
Cc1ccc(S(=O)(=O)N(C)C[C@H]2Oc3ccc(NC(=O)Cc4ccccc4)cc3CC(=O)N([C@H](C)CO)C[C@H]2C)cc1	0.4
CCOC(=O)N(C)C[C@H]1OCc2cnnn2CCCC(=O)N([C@H](C)CO)C[C@@H]1C	1.1&-0.7&0.8
CCCC#Cc1ccc([C@@H]2[C@H]3CN(S(=O)(=O)c4ccccc4C)CCCCN3[C@H]2CO)cc1	-4.0
O=C(Nc1cccc(Cl)c1)N[C@@H]1CC[C@@H](CCNC(=O)C2CCCC2)O[C@H]1CO	1.4
C[C@H]1CN([C@@H](C)CO)C(=O)Cc2cc(NC(=O)CCC(F)(F)F)ccc2O[C@H]1CN(C)Cc1ccncc1	0.1
C[C@H](NC(=O)C[C@H]1CC[C@@H]2[C@H](COC[C@H](O)CN2C(=O)Nc2ccccc2)O1)c1ccccc1	-0.4
C/C=C/c1ccc(C2[C@H]3CNC[C@@H]2N3C(=O)Nc2cccc(Cl)c2)cc1 (some centres not stated)	-0.7
CN(C)C(=O)C[C@H]1C[C@@H]2c3cc(NC(=O)Nc4ccc(F)cc4)ccc3O[C@@H]2[C@@H](CO)O1	0.8
O=C(C[C@@H]1CC[C@@H]2NC[C@@H](O)COC[C@H]2O1)NCCc1ccccc1	0.9
COc1ccc(CN(C)C[C@@H]2Oc3ccc(NC(=O)C4CCCCC4)cc3CC(=O)N([C@@H](C)CO)C[C@H]2C)cc1	-6.2
CCCCc1c(-c2ccccc2OC)ncn1Cc1cccc(F)c1F	2.5
CC(C)C#Cc1ccc2c(c1)O[C@@H](CN(C)C(=O)CN(C)C)[C@@H](C)CN([C@@H](C)CO)S2(=O)=O	-0.3
COc1ccc(NC(=O)N(C)C[C@@H]2Oc3ccc(NC(=O)CCCN(C)C)cc3C(=O)N([C@@H](C)CO)C[C@@H]2C)cc1	-0.7
COCC(=O)N1C[C@H](C)[C@H](OC)CN(C)C(=O)c2cc(NC(=O)NC(C)C)ccc2OC[C@H]1C	1.3
COC(=O)C[C@H]1CC[C@H]2[C@@H](COC[C@@H](O)CN2C(=O)Nc2cccc(F)c2)O1	-0.4
C[C@@H]1CN([C@H](C)CO)C(=O)c2cc(NS(=O)(=O)c3cccs3)ccc2O[C@H]1CN(C)C(=O)Nc1ccc(F)cc1	0.4
COc1ccc(S(=O)(=O)Nc2ccc3c(c2)CC(=O)N([C@@H](C)CO)C[C@H](C)[C@H](CN(C)C(=O)Nc2ccccc2)O3)cc1	-0.1
Cc1cccc(-c2ccc([C@@H]3[C@@H](CO)N4CCCCN(C(=O)c5ccncc5)C[C@H]34)cc2)c1	-0.9
The listing continues:
SMILES	TcdB GH inh
CCCC#Cc1cnc2c(c1)C(=O)N([C@@H](C)CO)C[C@H](C)[C@H](CN(C)C(=O)Cc1ccccc1)O2	0.4
COc1ccc(C#Cc2ccc([C@H]3[C@H]4CN(C)CCCCN4[C@H]3CO)cc2)cc1	0.4
Cc1noc(C)c1NC(=O)N(C)C[C@@H]1Oc2ccc(NC(=O)c3ccncc3)cc2C(=O)N([C@@H](C)CO)C[C@@H]1C	-1.0
CCC(=O)N(C)C[C@@H]1Oc2cc(C#CC3(O)CCCC3)ccc2S(=O)(=O)N([C@H](C)CO)C[C@@H]1C	-0.9
C[C@@H]1CN([C@H](C)CO)C(=O)Cc2cc(NC(=O)C3CCCCC3)ccc2O[C@@H]1CN(C)Cc1ccc(Cl)c(Cl)c1	-0.6
C[C@H]1CN([C@@H](C)CO)S(=O)(=O)c2ccc(-c3cccc(C(=O)N(C)C)c3)cc2O[C@H]1CN(C)C(=O)Nc1ccc(F)cc1	0.1
O=C(C[C@@H]1C=C[C@H](NC(=O)C2CC2)[C@H](CO)O1)NCCCN1CCOCC1	-5.2
C[C@H]1CN([C@@H](C)CO)C(=O)c2cc(C#Cc3ccccc3)cnc2O[C@H]1CN(C)Cc1ccccn1	1.6
O=C1O[C@@H](c2ccccc2)[C@@H](c2ccccc2)N2[C@@H](c3ccc(O)cc3)[C@]3(C(=O)Nc4ccc(C#CCCO)cc43)[C@@H](C(=O)NC[C@H](O)c3ccccc3)[C@H]12	-0.1
CO[C@H]1CN(C)C(=O)c2cc(NC(=O)Nc3c(C)noc3C)ccc2OC[C@@H](C)N(C)C[C@@H]1C	-0.4
CNC[C@@H]1Oc2c(NC(=O)c3cc(C)nn3C)cccc2C(=O)N([C@H](C)CO)C[C@@H]1C	0.3
CO[C@@H]1CN(C)C(=O)c2cc(NC(C)=O)ccc2OC[C@@H](C)N(C(=O)C2CCC2)C[C@H]1C	0.0
C[C@@H]1CN([C@@H](C)CO)C(=O)c2cccc(NS(=O)(=O)c3ccc(Cl)cc3)c2O[C@@H]1CN(C)C(=O)Nc1ccc(F)cc1	0.3
CCCC#Cc1cnc2c(c1)C(=O)N([C@@H](C)CO)C[C@H](C)[C@H](CN(C)C(=O)Cc1ccncc1)O2	0.5
C[C@H]1CN([C@@H](C)CO)C(=O)Cc2cc(NS(C)(=O)=O)ccc2O[C@@H]1CN(C)S(=O)(=O)c1ccc(Cl)cc1	-2.0
COc1ccccc1-c1ccc([C@@H]2[C@@H](CO)N(C(=O)C3CCOCC3)[C@H]2C#N)cc1	-0.4
COc1cccc(C#Cc2ccc([C@@H]3[C@@H](CO)N4C(=O)CN(C(=O)c5ccncc5)C[C@@H]34)cc2)c1	0.3
C[C@@H]1CN([C@@H](C)CO)C(=O)c2cc(NC(=O)Nc3ccc(F)cc3)ccc2O[C@H]1CN(C)CC1CCCCC1	0.0
CNC[C@@H]1OCCCC[C@H](C)Oc2ccc(NC(=O)CCC(F)(F)F)cc2C(=O)N([C@@H](C)CO)C[C@@H]1C	0.8
COCC#Cc1ccc2c(c1)O[C@H](CN(C)C(=O)CC1CC1)[C@H](C)CN([C@H](C)CO)S2(=O)=O	3.4
COc1ccc(S(=O)(=O)Nc2ccc3c(c2)C(=O)N([C@@H](C)CO)C[C@@H](C)[C@@H](CN(C)C(=O)Cc2ccccc2)OCCCC[C@H](C)O3)cc1	0.3
COC(=O)[C@@]12C[C@@H](CC(=O)N3CCC(c4ccccc4)CC3)C(=O)N(Cc3ccccc3)C1=CCC(C)(C)C2	1.2
C[C@H](CO)N1C[C@H](C)[C@H](CN(C)Cc2ccc(C(F)(F)F)cc2)Oc2c(NC(=O)NC3CCCCC3)cccc2C1=O	-0.1
C[C@@H]1CN([C@@H](C)CO)S(=O)(=O)c2ccc(C#CCN(C)C)cc2O[C@@H]1CN(C)Cc1ccncc1	0.9
O=C(C[C@@H]1C=C[C@H](NC(=O)C2CC2)[C@H](CO)O1)NCc1ccncc1	-0.6

Quoted at random: two records from the list, in no set order.
SMILES	TcdB GH inh
COc1ccc(C#Cc2ccc([C@H]3[C@H]4CN(C)CCCCN4[C@H]3CO)cc2)cc1	0.4
COc1ccc(S(=O)(=O)Nc2ccc3c(c2)C(=O)N([C@@H](C)CO)C[C@@H](C)[C@@H](CN(C)C(=O)Cc2ccccc2)OCCCC[C@H](C)O3)cc1	0.3

(further entries)
SMILES	TcdB GH inh
COCC#Cc1ccc([C@@H]2[C@@H](CO)N3C(=O)CN(C(=O)CN4CCOCC4)C[C@H]23)cc1	0.0
CCCC#Cc1cnc2c(c1)C(=O)N([C@@H](C)CO)C[C@@H](C)[C@H](CN(C)C(=O)c1cccnc1)O2	0.1
C[C@@H]1CN([C@H](C)CO)C(=O)c2cc(-c3cncnc3)cnc2O[C@@H]1CN(C)Cc1cncnc1	-0.1
CN(C)C(=O)C[C@@H]1C[C@@H]2c3cc(NC(=O)Nc4ccccc4F)ccc3O[C@@H]2[C@H](CO)O1	0.4
C[C@@H]1CN([C@H](C)CO)C(=O)c2c(c3ccccc3n2C)-c2ccccc2CO[C@H]1CN(C)Cc1ccc(F)cc1	-6.1
CCc1cc2c(nc1CC)CCCN2Cc1ccccc1C(F)(F)F	-6.3
COc1ccccc1CNC(=O)C[C@@H]1CC[C@H](NC(=O)CC2CC2)[C@H](CO)O1	1.0
COCC(=O)N1[C@H](C#N)[C@H](c2ccccc2-c2ccc(C)cc2)[C@@H]1CO	-1.2
C[C@H](O)C#Cc1ccc2c(c1)O[C@H](CN(C)C(=O)C1CCC1)[C@H](C)CN([C@H](C)CO)S2(=O)=O	-9.9
C[C@@H]1CCCCO[C@@H](CN(C)C(=O)CCCN(C)C)[C@@H](C)CN([C@H](C)CO)C(=O)c2cc(NC(=O)Nc3cccc4ccccc34)ccc2O1	-11.3
Cc1noc(C)c1NC(=O)Nc1ccc2c(c1)C(=O)N([C@@H](C)CO)C[C@H](C)[C@@H](CN(C)Cc1ccncc1)O2	0.1
COc1cccc(S(=O)(=O)N[C@@H]2CC[C@@H](CCNC(=O)Nc3cc(F)ccc3F)O[C@H]2CO)c1	1.3
CCNC(=O)C[C@H]1CC[C@H]2[C@@H](COC[C@@H](O)CN2Cc2ccccc2F)O1	-2.4
C[C@H]1CN([C@@H](C)CO)C(=O)c2cc(C#CCN(C)C)cnc2O[C@@H]1CN(C)C(=O)c1cccnc1	-0.5
C[C@@H]1CCCCO[C@@H](CN(C)S(=O)(=O)c2ccc(F)cc2)[C@H](C)CN([C@@H](C)CO)C(=O)c2cc(N(C)C)ccc2O1	-5.6
CC(C)C#Cc1cnc2c(c1)C(=O)N([C@@H](C)CO)C[C@@H](C)[C@@H](CN(C)C(=O)Cc1ccccn1)O2	-0.7
CN(C)Cc1cn(CC[C@@H]2CC[C@@H](NC(=O)Cc3cccnc3)[C@H](CO)O2)nn1	-1.4
CC(C)CC#Cc1ccc([C@H]2[C@@H](CO)N3C(=O)CN(C(=O)c4cccc(F)c4)C[C@@H]23)cc1	0.8
COc1ccccc1-c1ccc2c(c1)[C@H]1[C@H](CCN1S(=O)(=O)c1ccccc1F)[C@@H](CO)N2	1.5
COc1cccc(CNC(=O)C[C@@H]2C=C[C@H](NC(=O)C3CCOCC3)[C@@H](CO)O2)c1	1.0
C[C@H](CO)N1C[C@H](C)[C@H](CN(C)C(=O)Nc2ccc(F)cc2)Oc2c(cccc2N(C)C)C1=O	-1.0
C[C@@H]1CCCCO[C@H](CN(C)Cc2ccncc2)[C@H](C)CN([C@H](C)CO)C(=O)c2cc(NC(=O)Cc3ccccc3)ccc2O1	0.7
C[C@@H]1CCCCO[C@@H](CN(C)C(=O)Nc2ccc3c(c2)OCO3)[C@H](C)CN([C@H](C)CO)C(=O)c2cc(NS(=O)(=O)c3ccc(Cl)cc3)ccc2O1	-1.6
O=C(CCN1CCCCC1)N[C@H]1CC[C@H](CCNS(=O)(=O)c2ccc(Cl)cc2)O[C@H]1CO	0.1
CO[C@H]1CN(C)C(=O)c2cc(NC(=O)C3CC3)ccc2OC[C@H](C)N(C(=O)c2cnccn2)C[C@@H]1C	0.2
Continued:
SMILES	TcdB GH inh
C[C@@H]1CCCCO[C@H](CN(C)S(=O)(=O)c2ccccc2)[C@@H](C)CN([C@H](C)CO)C(=O)c2cc(NC(=O)Nc3ccc4c(c3)OCO4)ccc2O1	-1.4
C[C@@H]1CN([C@H](C)CO)C(=O)c2cc(-c3cccc(C(=O)N(C)C)c3)cnc2O[C@@H]1CN(C)S(=O)(=O)c1cccc(F)c1	0.0
COc1ccccc1S(=O)(=O)N(C)C[C@H]1OCc2ccccc2-c2c(n(C)c3ccccc23)C(=O)N([C@H](C)CO)C[C@H]1C	1.2
C/C=C/c1cnc2c(c1)C(=O)N([C@@H](C)CO)C[C@@H](C)[C@H](CN(C)C(=O)Nc1ccc(OC)cc1)O2	0.7
Cc1ccc2ccc(C(Nc3ccccc3)c3ccc(F)cc3)c(O)c2n1 (configuration not stated)	1.3
CO[C@@H]1CN(C)C(=O)c2cc(NC(=O)C3CCC3)ccc2OC[C@@H](C)N(Cc2ccc(F)cc2)C[C@H]1C	-1.0
CCCNC(=O)N(C)C[C@H]1Oc2cc(C3=CCCCC3)ccc2S(=O)(=O)N([C@H](C)CO)C[C@H]1C	-0.1

Assay outcomes from PubChem BioAssay.

A portion of the library; rates above refer to the full screens.
